Source: PubChem BioAssay
C2C12 statin: suppressors of statin myotoxicity in C2C12 myotubes, primary screen, cell-based, single point, plate reader | AID 602340, 2012 | C2C12 myotubes + simvastatin, ATP luminescence, 48 h; scaled: DMSO 0, geranylgeraniol control 100 | rescue of ATP level, % at 7.49 µM | 330,000 tested, 0.78% active;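 active = mean ATP rescue above about 67%, or every replicate alone reaching that limit, limit read from the data, passing the limit was not always enough; inconclusive = no clear call, values can overlap the other calls; inactive = mean under the limit and some replicate under it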;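 also: myotubes were challenged with 10 µM simvastatin during compound exposure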
PglD inh: C. jejuni PglD acetyltransferase inhibitors, primary screen, biochemical, DTNB colorimetric, single point; purified PglD enzyme, DTNB colorimetric CoA detection; inhibition, % at 12.5 µM; 360,000 tested, 0.098% active; AID 602405, 2012; in the data active = inhibition above about 16%, passing the limit was not always enough; inconclusive = no clear call, values can overlap the other calls; also: strong numbers were not always called active
Cneo AK release: Cryptococcus neoformans cell lysis inducers, primary screen, AK release luminescence, single concentration; C. neoformans lysis, adenylate kinase release luminescence, 4 h; normalised: neutral wells 0, clomiphene wells 100; lysis activity, % at 15 µM; 360,000 tested, 0.2% active; AID 651654, 2012;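 active = mean lysis activity across replicates of at least 80%, whatever share of replicates individually reach that level; inactive = mean lysis activity below 80%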
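Test system: log-phase Cryptococcus neoformans yeast cells; Quantity: yeast cell density of 5 × 10^6 cells/mL; Buffer or medium: YPD; Doses: single compound concentration per well; Timing: 4 h at 37 °C static, read 1 h later; Measured by: AK luminescence; Read-out basis: lysis from increased AK signal; Control set: Clomiphene as positive control.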
GSIS activator: GLuc luminescence reporter in INS-1E cells, primary screen for activators of glucose-dependent secretion of insulin; INS-1E GLuc reporter insulin secretion, 2-3 h; activation, % at 16.6 µM; 370,000 tested, 0.61% active;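 active = lowest replicate activation of at least 40%, so every replicate reaches that level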;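 also: 0% = median of neutral control wells and 100% = median of IBMX positive control wells; some compounds called inactive have numbers as strong as hits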
LGR2 antag: inhibitors of bursicon-induced LGR2 CRE-luciferase signal, primary screen, cell-based, HEK293, CRE-luciferase reporter, bursicon stimulation; Drosophila bursicon receptor LGR2 (rickets); bursicon-stimulated, 4 h; inhibition, % at 9.99 µM; 380,000 tested, 0.35% active;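 active = drop in luminescence signal, shown as inhibition above about 50% in the replicate tests, limit read from the data, passing the limit was not always enough; inconclusive = probably only some replicates passing the limit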;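 also: agonist challenge used bursicon conditioned medium at about half maximal strength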
PAX8 inh HTS: inhibitors of PAX8-driven TPO luciferase reporter, primary screen, RMG-I cells, single concentration; 360,000 tested, 1.2% active; inhibition, % at 12.6 µM; SteadyGlo, 24 h;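 active = mean replicate inhibition at least 60% with every replicate also reaching 60%; inconclusive = only one of the two criteria is met; inactive = mean below 60% and not all replicates reaching 60%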;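 also: luciferase light reporting Pax8 driven TPO promoter activity; plate controls were median of neutral control wells for no effect and mitoxantrone controls for full effect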
PGC1a acetyl inh: inhibitors of PGC1a acetylation signal, primary screen, cell-based, U2OS, AlphaScreen, inhibitor mode. AlphaScreen anti-acetyl-lysine; with virally co-expressed GCN5 acetyltransferase. inhibition, % at 15.6 µM. 350,000 tested, 0.17% active;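 active = every replicate shows inhibition of at least 40%; inconclusive = mean inhibition at least 40% but some replicate below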;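 also: 0% = neutral control wells and 100% = positive control wells; some results beyond the cut were filed as inactive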
ARNT-TACC3 inh: disruptors of ARNT/TACC3 protein interaction, primary screen, biochemical, AlphaScreen, single concentration; inhibition, % at 9.99 µM; Transforming acidic coiled-coil-containing protein 3 (Homo sapiens), Q9Y6A5; 390,000 tested, 0.66% active; AID 623870, 2012; AlphaScreen His-ARNT PAS-B/GST-TACC3 binding, luminescence; TACC3 fragment carries E629A point mutation;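 active = mean inhibition of replicates at least 50% and at least half of replicates each reaching 50%; inconclusive = half or more replicates reach 50% but mean below 50%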;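 also: 0% = complete ARNT plus TACC3 wells and 100% = ARNT alone without TACC3; many hits fall short of the cut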
An asterisk follows results filed as active; ? = inconclusive; / = no result given. Rows are unselected, and some 2.9% of all compounds hit somewhere here.

Under each structure: GSIS activator	Cneo AK release	PglD inh	PAX8 inh HTS	LGR2 antag	ARNT-TACC3 inh	PGC1a acetyl inh	C2C12 statin
> CCOC(=O)c1nn(-c2ccccc2)c(=O)cc1OCC(=O)Nc1ccccc1OCC
    9	-1	-3	-6	0	/	7	-9
> CC1=C(C(=O)Nc2ccccc2C(=O)NCCCN2CCN(C)CC2)SCCO1
    /	1	1	3	1	/	4	19
> C[C@H](CO)N1C[C@H](C)[C@H](CN(C)C(=O)c2ccncc2)OCCCC[C@H](C)Oc2ccc(NS(C)(=O)=O)cc2C1=O
    -8	7	2	/	24	0	-3	/
> CO[C@H]1CC[C@H]2CCN(C)C(=O)[C@@H](C)[C@@H](OC)CN(C)C(=O)c3cccc(C#N)c3OC[C@@H]1O2
    -7	16	1	-6	0	-18	-6	10
> CCN(C[C@H]1N[C@@](CC)(C(=O)OC)[C@H]2C(=O)N(C)C(=O)[C@@H]12)S(=O)(=O)c1ccc(-c2ccccc2)cc1
    -3	3	1	15	-4	0	/	-8
> CCc1nnc(SCC(=O)Nc2ccccc2)n1CC1CCCO1 (stereo unspecified)
    2	-1	-2	10	1	-1	1	5
> CSc1nc(-c2ccco2)nn1C(=O)CCc1ccccc1
    /	-1	4	/	/	-7	8	7
> C[C@@H]1CN([C@@H](C)CO)C(=O)c2cc(NC(=O)c3ccccc3)ccc2O[C@@H](C)CCCCO[C@@H]1CN(C)C(=O)NC1CCCCC1
    -5	-2	-1	2	8	-2	13	/
> CN(C)C(=O)c1ccc(NC(=O)COC(=O)CCN=C2NS(=O)(=O)c3ccccc32)cc1
    -4	0	-1	-10	-6	4	15	10
> O=C(c1cccc(F)c1)N1CCCCN2[C@H](CO)[C@H](c3ccc(-c4ccccc4)cc3)[C@H]2C1
    -21	2	-2	-4	-3	4	-17	/
> CCOC(=O)c1c(CC(C)C)csc1NC=O
    38	6	3	/	-32	2	/	6
> CCNc1ccc(Br)cc(C(=O)/C=C/c2ccc(Cl)cc2Cl)c1=O
    /	-4	4	/	/	31	-7	82*
> CCc1cc(N2CCOCC2)cc2c1[nH]c1ccccc12
    6	-6	-1	/	-13	0	-20	-53
> CC1=CN2C(=N)/C(=C/c3ccc(Sc4ccc(Cl)cc4)o3)C(=O)N=C2S1
    15	/	/	-4	-5	-10	/	/
> COc1ccc(CNC(=S)Nc2cccc(OC)c2)cc1
    /	3	6	3	-10	1	12	10
> O=C(NC1CCN(S(=O)(=O)c2ccccc2C(F)(F)F)CC1)c1ccco1
    18	4	7	20	-20	-14	/	2
> C[C@@H]1CN([C@@H](C)CO)C(=O)c2cccc(NC(=O)NC3CCCCC3)c2O[C@H]1CN(C)CC1CC1
    8	5	3	-4	-10	-7	7	2
> COc1cccc(NC(=O)CN(C)C(=O)c2ccc(NC3CC3)c([N+](=O)[O-])c2)c1
    -18	-2	0	4	-15	2	2	3
> Cc1cccc(N2CCCC2=Nc2ccc(Br)cc2C#N)c1
    /	-1	1	/	/	0	-24	-26
> O=C(Nc1cccc(-c2cccc(Cl)c2)c1)C1CCN(Cc2ccc(CO)o2)CC1
    18	4	-3	11	14	2	-8	-8

Look-ups from the list.
COc1cccc(NC(=O)CN(C)C(=O)c2ccc(NC3CC3)c([N+](=O)[O-])c2)c1 in PGC1a acetyl inh: 2
O=C(Nc1cccc(-c2cccc(Cl)c2)c1)C1CCN(Cc2ccc(CO)o2)CC1 in PAX8 inh HTS: 11

(listing goes on)
Under each structure: GSIS activator	Cneo AK release	PglD inh	PAX8 inh HTS	LGR2 antag	ARNT-TACC3 inh	PGC1a acetyl inh	C2C12 statin
> C[C@@H]1CN([C@H](C)CO)C(=O)c2cc(NC(=O)Nc3cccc4ccccc34)ccc2O[C@@H](C)CCCCO[C@H]1CN(C)Cc1ccc(Cl)c(Cl)c1
    13	/	/	24	21	/	0	/
> CCOc1ccc2nc(N3CCC(C(=O)N4CCN(c5ncccn5)CC4)CC3)sc2c1
    /	1	-4	-72	-49	-4	5	-3
> O=C(OC1CCCCC1=O)c1cc(S(=O)(=O)N2CCOCC2)ccc1F (stereo unspecified)
    -1	1	4	21	-7	-2	1	3
> COc1cc(/C=C2\SC(=Nc3ccc(O)cc3)NC2=O)cc(OC)c1O
    3	/	/	2	8	-3	/	/
> CO[C@H]1CN(C)C(=O)c2ccc(NC(=O)C3CC3)cc2OC[C@H](C)N(C(=O)CN2CCOCC2)C[C@H]1C
    9	0	-1	-9	4	-4	0	-23
> COc1ccc(NC(=O)Nc2cccc3c2O[C@H](CN(C)C(=O)Nc2ccc(C(F)(F)F)cc2)[C@H](C)CN([C@H](C)CO)C3=O)cc1
    -6	-1	-1	-4	6	1	-2	-6
> COc1ccc(C(C(N)=O)c2ncc(C(F)(F)F)cc2Cl)cc1OC (stereo unspecified)
    -13	-3	6	11	-29	5	16	3
> Cc1ccc(-c2ccc(CN3C(C(C)C)C(=O)N(Cc4cn(CCC5OCCCO5)nn4)CCS3(=O)=O)cc2)cc1 (stereo unspecified)
    -18	5	0	9	18	/	-4	5
> C[C@H]1CN([C@@H](C)CO)C(=O)c2cc(NC(=O)NC3CCCCC3)ccc2O[C@@H]1CN(C)Cc1ccc(-c2ccccc2)cc1
    -10	5	2	/	13	8	-9	/
> CN(C=[N+](C)C)c1cccc2c1C(=O)c1ccccc1C2=O
    8	/	/	-16	-14	12	/	/
> C[C@@H]1CN([C@@H](C)CO)C(=O)Cc2cc(N(C)C)ccc2O[C@@H]1CN(C)S(=O)(=O)c1ccc(Cl)cc1
    11	-18	2	28	-8	14	3	0
> C[C@H]1CN([C@@H](C)CO)C(=O)Cc2cc(NC(=O)NC3CCCCC3)ccc2O[C@H]1CN(C)C(=O)NC1CCCCC1
    5	0	7	/	-10	-10	13	6
> C[C@H]1CCCCO[C@@H](CN(C)Cc2ccc3c(c2)OCO3)[C@@H](C)CN([C@@H](C)CO)C(=O)c2cc(NC(=O)CCC(F)(F)F)ccc2O1
    10	1	1	1	11	-2	-7	/
> CCc1c(C)c2ccc(OCC(=O)N(C)C)c(C)c2oc1=O
    /	4	-6	/	/	1	2	0
> Cc1ccc(C)c(CN2CCC(CNC(=O)Nc3ccc(C)c(C)c3)CC2)c1
    -49	0	9	7	-4	6	/	-9
> Cc1ccc(S(=O)(=O)Nc2ccc3nc(N)sc3c2)cc1
    /	-2	-1	5	/	24	/	-8
> CN1[C@@H]2c3ccc(-c4ccc(F)cc4)c(=O)n3C[C@@H]2[C@@H](CO)[C@@H]1C(=O)NCCN1CCCCC1
    8	-2	-5	-2	5	-2	-1	-7
> Cc1ccc(NC(=O)C/C(N)=N/O)cc1Cl
    -12	/	/	5	-7	6	/	/
> COC(=O)CCSc1cc(NCCOC(C)=O)c([N+](=O)[O-])c2nonc12
    -14	/	/	16	22	7	/	-4
> O=C(CN1C(=O)CCS(=O)(=O)c2ccccc21)Nc1ccc2c(c1)OCCO2
    /	6	3	/	/	-2	-8	4
> Cc1sc2nc(CN3CCOCC3)nc(NCCc3ccccc3)c2c1C
    /	1	0	/	/	3	-8	-38
> COc1ccc(N(C(=O)c2cnccn2)C(C(=O)NC2CCCCC2)c2ccc(O)cc2)cc1 (stereo unspecified)
    -3	/	/	18	4	2	5	10
> CC(C)(C)C(=O)Nc1ccc(S(=O)(=O)N2CCCC2)cc1
    -7	-2	-2	-7	-8	-8	3	-4
> COC(=O)c1ccccc1NC(=O)C1CCN(C(=O)Cc2ccccc2)CC1
    0	2	9	8	2	-6	/	-2
> CCN(C(=O)COC(=O)c1ccc(OCc2c(C)noc2C)cc1)c1ccccc1
    /	-1	-1	/	/	-2	-13	/
> COc1ccc(NC(=O)Nc2ccc3c(c2)C(=O)N([C@H](C)CO)C[C@H](C)[C@@H](CN(C)S(=O)(=O)c2ccc(Cl)cc2)OCCCC[C@H](C)O3)cc1
    10	-16	2	-7	-16	-9	-18	/
> CCCNC(=O)C[C@H]1CC[C@@H]2[C@@H](COc3ccc(NC(=O)c4ccc(Cl)cc4)cc3C(=O)N2C)O1
    4	-13	-7	10	3	13	0	19
> Cc1ccc(S(=O)(=O)NCC[C@@H]2CC[C@@H](NC(=O)c3cccnc3)[C@H](CO)O2)cc1
    8	-1	-2	-4	8	-4	0	-5
> CSc1nc(Sc2ccc(Cl)cc2)c2ccccc2n1
    /	-2	0	/	/	0	-3	146*
> COc1cccc(NC(=O)CN(C)C(=O)Cn2c(=O)oc3ccccc32)c1
    5	0	-4	3	0	5	/	10
> COc1ccc(S(=O)(=O)Nc2cccc3c2O[C@@H](CN(C)S(=O)(=O)c2ccc(F)cc2)[C@H](C)CN([C@@H](C)CO)C3=O)cc1
    9	2	3	14	6	/	9	-30
> COc1ccc(S(=O)(=O)NCCc2c[nH]c3ccccc23)cc1OC
    10	-3	-4	-5	14	1	-6	6
> C=C(C)C1CCC2(C(=O)O)CCC3(C)C(CCC4C5(C)C(C=O)C(O)C(C)(C)C5CCC43C)C12 (stereo unspecified)
    3	-1	-3	/	15	-3	-1	-6
> Cc1c(C(=O)NNC(=O)c2csc(N3CCOCC3)n2)cccc1[N+](=O)[O-]
    9	/	/	-8	4	/	-2	-1
> COCCOC(=O)c1c(C)oc2ccc(NS(=O)(=O)c3cccs3)cc12
    5	/	/	7	-18	-2	-2	-7
> CC(OC(=O)Cn1[nH]c(=O)c2ccccc2c1=O)C(=O)NC1(C#N)CCCCC1 (stereo unspecified)
    11	/	/	-9	7	-1	/	/
> COc1ccccc1Cn1c(C(C)C)nc2ccccc21
    /	17	-4	-6	/	-1	2	/
> C[C@@H]1CN([C@H](C)CO)C(=O)c2cc(NS(=O)(=O)c3cn(C)cn3)ccc2O[C@@H]1CN(C)Cc1ccc(C(=O)Nc2ccccc2N)cc1
    2	/	/	-13	9	/	-7	/
> CN1CCN(C2Cc3cc(F)ccc3Sc3ccc(Cl)cc32)CC1 (stereo unspecified)
    -23	5	0	12	-7	4	/	-3
> C[C@H]1CN([C@@H](C)CO)C(=O)c2cccc(NS(=O)(=O)c3cn(C)cn3)c2O[C@@H]1CN(C)C(=O)NC1CCCCC1
    23	-4	-1	/	4	-7	2	40
> Cc1noc(C)c1NC(=O)N(C)C[C@@H]1Oc2c(NS(=O)(=O)c3cn(C)cn3)cccc2C(=O)N([C@@H](C)CO)C[C@@H]1C
    8	-8	-3	/	-1	-3	?	22
> CCC(CC)N1CCN(CC2CC=CCC2)CC1 (stereo unspecified)
    2	/	/	8	-9	-5	-2	/
> CC(C)[C@H](NC(=O)[C@@H]1CSC2c3ccccc3C(=O)N21)C(=O)NCC1CCCO1 (stereo partly specified)
    -14	1	-6	12	-27	-9	2	-2
> COc1ccc(C(=O)C(C)OC(=O)C2CC3CCCC(C2)C3=O)cc1 (stereo unspecified)
    -12	-2	6	-15	-2	/	-2	-12
> COc1ccc2c3c(n(C)c2c1)[C@@H](CO)NCC31CCN(C(=O)Nc2ccc(F)cc2F)CC1
    5	/	/	8	4	/	2	/
